# Screening results: PubChem, National Center for Advancing Translational Sciences (NCATS)
# D1 antagonist: antagonists of human D1 dopamine receptor. P21728. HEK293 TREx D1 cells, calcium flux, dopamine EC80; active compounds read low. activity change, negative = inhibition, % at 10 µM. actives 3.2% (n = 360,000); in the data active = activity change below about -30%; note: % is set by controls: 0 for no effect and ±100 for the full control effect
# Target sequence (P21728 whole entry, looked up): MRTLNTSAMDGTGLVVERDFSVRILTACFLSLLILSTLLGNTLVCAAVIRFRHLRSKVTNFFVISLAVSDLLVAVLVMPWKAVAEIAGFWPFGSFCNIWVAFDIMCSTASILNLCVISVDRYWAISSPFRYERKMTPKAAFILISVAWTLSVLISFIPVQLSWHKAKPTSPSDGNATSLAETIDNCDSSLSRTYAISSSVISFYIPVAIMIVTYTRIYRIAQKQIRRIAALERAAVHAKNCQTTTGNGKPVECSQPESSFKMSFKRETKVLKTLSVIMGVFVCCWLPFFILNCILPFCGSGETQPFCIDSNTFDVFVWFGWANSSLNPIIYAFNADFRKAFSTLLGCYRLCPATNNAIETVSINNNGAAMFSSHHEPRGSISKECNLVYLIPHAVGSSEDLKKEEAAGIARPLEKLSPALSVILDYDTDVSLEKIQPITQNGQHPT
#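 Using tetracycline-induced force-coupled D1 Hek293 cells and a calcium dye, signals were followed for 180 s after compound, then for 180 s after EC80 dopamine, to detect inhibitors.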
# D2 PAM: positive allosteric modulators of human D2 dopamine receptor; HEK293 T-REx D2, calcium flux, EC20 dopamine potentiation; potentiation, % at 10 µM; actives 0.34% (n = 340,000); AID 485347;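 active = potentiation over 3 SD above the plate norm, cut at about 30% in these data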; note: 0% is about no effect
#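 Potentiation of an EC20 dopamine calcium response is measured in a force-coupled, tetracycline-inducible Hek293 Trex D2 line. Compound-only kinetic reads over 180 s flag agonists before dopamine addition.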
# TRHR agonist: activates the human TRH receptor. P34981. TRHR cells, calcium flux fluo-8, FDSS agonist mode. activation, % at 2 µM. actives 0.18% (n = 360,000). AID 493084; note: 0% is about no effect
#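 Fluo-8-loaded TRHR cells; 10 s baseline, compound added, kinetic Ca2+ fluorescence read 1/s, agonist mode.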
# RXFP1 antagonist: blocks the human relaxin receptor RXFP1 | Q9HBX9 | HEK293-RXFP1, relaxin-stimulated cAMP HTRF, 30 min; active compounds read low | activity change, negative = inhibition, % at 57.5 µM | actives 0.59% (n = 350,000);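 active = activity change of -60% or lower, but not beyond a set lower limit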; note: % is set by controls: 0 for no effect and ±100 for the full control effect
# D2 ag: D2 dopamine receptor (human) agonism | P14416 | HEK293 T-REx D2 cells, calcium flux agonist mode | activation, % at 2 µM | actives 0.53% (n = 340,000) | AID 485358;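 active = activation over 3 SD above normal in the single-dose calcium agonist read, cut at about 30% in these data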; note: 0% is about no effect
#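 Agonism is scored from calcium flux in a force-coupled, inducible HEK293 cell line expressing D2, read kinetically for 180 s after compound addition against dopamine controls.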
# D1 ag: agonists of human D1 dopamine receptor; P21728; HEK293 T-REx D1 cells, calcium flux, agonist mode; activation, % at 2 µM; actives 1% (n = 360,000); note: 0% is about no effect
#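 Tetracycline-induced HEK293 TREx D1 cells, force-coupled to calcium signalling, were dye-loaded with a no-wash calcium kit. Compound was pin-added after a 10 s baseline. Fluorescence was read kinetically at 1 cycle/s for 180 s, with calcium rises flagged as agonism.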
# D2 antag: antagonizes the human D2 dopamine receptor; actives 2% (n = 340,000); inhibition, % at 10 µM; HEK293 TREx D2 cells, calcium flux, dopamine EC80; AID 485344; in the data active = inhibition above about 30%; note: 0% is about no effect
#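 Cells plated overnight at 30 C with tetracycline; no-wash calcium dye, 30–90 min RT; 10 s baseline; compound pinned; 180 s read; EC80 dopamine added; another 180 s read.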
# D1 PAM: human D1 dopamine receptor positive modulation. AID 504651. actives 0.036% (n = 360,000). P21728. potentiation, % at 10 µM. HEK293 TREx D1 cells, calcium flux, dopamine EC20 potentiation; in the data active = potentiation above about 30%; note: 0% is about no effect
# TRHR PAM: allosterically enhances the human TRH receptor | enhancement, % at 2 µM | AID 493056 | TRHR cells, fluo-8 calcium fluorescence, EC20 TRH enhancement | actives 0.66% (n = 360,000) | P34981; in the data active = enhancement above about 30%; note: 0% is about no effect
#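 Enhancer read-out: after compound pinning and an initial kinetic agonist-mode read, an EC20 of TRH (10 nM final) was injected and fluo-8 calcium signal (Ex 480/Em 530) followed at 1 s/cycle for 100 cycles in TRHR-expressing cells.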
# * hit, by the source's call; / = no result given. Cut-off read from the data, not from the text of the source, unless noted: active = activation above about 30%; inactive = the rest.
SMILES,D1 antagonist,D2 PAM,TRHR agonist,RXFP1 antagonist,D2 ag,D1 ag,D2 antag,D1 PAM,TRHR PAM
CC(=O)N1CCN(c2ccc(NC(=O)c3ccco3)cc2)CC1,-12,-7,-0.3,-13,0.4,6,18,/,6
O=C(Nc1ccc(Br)cn1)c1ccc2ccccc2c1,7,0,0.0,4,0.6,0,-24,0,9
O=C(NCC(O)c1ccccc1)c1ccc(Cl)c(S(=O)(=O)N2CCCCC2)c1 (configuration not stated),-18,-3,0.3,4,1.4,13,-3,-10,-5
CC(C)(C)NC(=O)C1CC1(c1ccccc1)c1ccccc1 (configuration not stated),-4,-10,-1.4,-11,-0.3,1,3,-3,-10
O=C(/C=C/c1ccc(Cl)cc1)NCc1ccncc1,-10,-12,-0.8,/,-1.3,3,24,-10,-2
COc1ccccc1N1C[C@@H]2C[C@@H](c3ccco3)N3CCC[C@@]23C1=O,-11,9,0.2,9,-2.0,3,-12,-3,1
O=C(C[n+]1cccc(CNC(=O)c2ccc(OC(F)F)cc2)c1)Nc1cc(C(F)(F)F)ccc1Cl,-23,-19,0.5,9,-1.2,0,63*,-11,-2
O=Nc1[nH]c(=O)c(/C=C(\O)c2ccccc2)nc1NO,6,4,0.5,4,1.1,5,7,-8,3
COc1ccc(NC(=O)CN(C)C(=O)c2cc3c(s2)CCC3)cc1,-1,15,0.2,/,-0.3,0,-18,-9,-1
CCCn1c(=O)c2ccccc2n2c(SCCOc3ccccc3)nnc12,-23,-8,0.6,-9,0.7,2,-19,3,-3
C/C(=N\Nc1ccc(F)cc1)c1ccc(N2CCOCC2)c(F)c1,-9,16,0.4,-2,-0.9,3,-13,0,1
O=C(CSc1nc2ccc(NC(=O)CSc3nnnn3-c3ccccc3)cc2s1)Nc1ccccc1,-8,12,1.7,-8,0.1,6,-4,1,2
Cc1nc(N2CCN(c3ccccn3)CC2)c2c(C)c(C(=O)N3CCN(c4ccccc4F)CC3)sc2n1,-8,-1,-0.2,0,0.3,5,-15,-4,1
COc1ccc(-c2nc(SCC(=O)NCCc3ccc(OC)c(OC)c3)n[nH]2)cc1,-10,5,0.3,-4,0.6,-1,/,-1,3
CN(C)c1ccc(NC(=O)CN2C(=O)c3ccccc3Sc3ccc(C(=O)N4CCCC4)cc32)cc1,15,-2,-0.6,-5,0.4,0,/,-5,6
CCCn1c(SCC(=O)NC(=O)NCc2ccco2)n[nH]c1=O,6,-2,0.0,/,2.5,4,12,-2,17
Cc1ccc2nc(NCCCO)nc(-c3ccccc3)c2c1,-9,8,0.0,-3,2.1,0,-6,-6,11
CC(C)[C@H](NC(N)=O)C(=O)Nc1cccc(S(=O)(=O)N2CCOCC2)c1,-27,-3,-0.2,-12,1.4,1,21,-3,-2
c1cncc(-c2ccc3ncnc(NCc4ccc5c(c4)OCO5)c3c2)c1,11,/,0.3,/,/,4,/,-6,-1
O=C(Nc1nc2ccccc2[nH]1)NC1CCCCC1,-2,-6,1.1,-4,0.6,1,-9,-3,3
O=C(CCn1c(=O)c2ccccc2n(CC(=O)N2CCN(c3ccccc3)CC2)c1=O)NCc1ccco1,30,4,-0.9,-9,0.2,0,5,2,3
CC1=CSC2=NS(=O)(=O)CCN12,-2,10,0.6,11,13,1,-24,3,-1
CC(=O)c1ccc(S(=O)(=O)N2CCCc3ccccc32)cc1,-11,-5,0.1,7,1.0,-2,2,-8,19
C=CCN1C(=O)CN=C1Nc1ccc(OC)cc1OC,11,-1,-0.4,6,-1.2,1,-3,-1,3
Cc1ccc(N2CCN(c3nc4c(S(=O)(=O)c5ccc(C)c(C)c5)nnn4c4ccccc34)CC2)c(C)c1,-11,-10,0.0,-6,/,1,/,5,5
CSCC(C)N1CCC(n2nccc2NC(=O)CCc2ccccc2)CC1 (configuration not stated),7,-12,1.3,0,0.2,2,-9,-3,-7
Cc1ccc(Cl)cc1N1CCN(C(=O)c2cnn(C)c2C2CCN(C(=O)OC(C)(C)C)CC2)CC1,-5,-6,-1.4,-24,-0.9,2,/,2,4

# Seven structures already listed, ordered by number of heavy atoms, highest first:
SMILES,D1 antagonist,D2 PAM,TRHR agonist,RXFP1 antagonist,D2 ag,D1 ag,D2 antag,D1 PAM,TRHR PAM
Cc1ccc(Cl)cc1N1CCN(C(=O)c2cnn(C)c2C2CCN(C(=O)OC(C)(C)C)CC2)CC1,-5,-6,-1.4,-24,-0.9,2,/,2,4
COc1ccc(-c2nc(SCC(=O)NCCc3ccc(OC)c(OC)c3)n[nH]2)cc1,-10,5,0.3,-4,0.6,-1,/,-1,3
c1cncc(-c2ccc3ncnc(NCc4ccc5c(c4)OCO5)c3c2)c1,11,/,0.3,/,/,4,/,-6,-1
COc1ccc(NC(=O)CN(C)C(=O)c2cc3c(s2)CCC3)cc1,-1,15,0.2,/,-0.3,0,-18,-9,-1
CC(=O)c1ccc(S(=O)(=O)N2CCCc3ccccc32)cc1,-11,-5,0.1,7,1.0,-2,2,-8,19
O=Nc1[nH]c(=O)c(/C=C(\O)c2ccccc2)nc1NO,6,4,0.5,4,1.1,5,7,-8,3
CC1=CSC2=NS(=O)(=O)CCN12,-2,10,0.6,11,13,1,-24,3,-1

# This is a random part of the collection; any-hit rate near 7.3%.
